MITF TRPM1 inh: inhibitors of MITF-driven TRPM1 promoter in melanoma cells | SK-MEL-5 TRPM1 promoter luciferase, 24 h | inhibition, % at 12.5 µM | hit rate 0.83% among 330,000 | AID 488899;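 active = mean inhibition across replicates of 60% or more, whatever share of single replicates reaches that level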; note: values of inactives mirror those of a sister screen read the other way
Cardio protect: modulators protecting cardiomyocytes from myocardial damage; hit rate 0.63% among 360,000; protection from H2O2 cell death, % at 20 µM; AID 588492; H9c2 cardiomyocytes, H2O2 injury protection, ATPLite, 2 h;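 active = compounds giving at least 50% protection of heart cells from peroxide-induced death in the single-dose screen, raw or plate-pattern-corrected value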;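 note: 0% = DMSO wells with peroxide and 100% = DMSO wells without peroxide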
HIF-2a block: HIF-2a inhibition | 786-0 RCC cells HIF-2a reporter, luciferase luminescence, overnight | inhibition, % at 18.8 µM | hit rate 0.72% among 360,000;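 active = inhibition of the luminescence signal of 40% or more relative to plate controls, in a single-dose primary screen at 18.75 µM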
Peg3 promoter: inhibitors of Peg3 promoter; inhibition, % at 20 µM; hit rate 1.7% among 360,000; HeLa PEG-Prom luciferase reporter, luminescence, overnight;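 active = inhibition of at least 50% at 20 µM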
Shn3 inh set2: inhibitors of Schnurri-3 3'UTR reporter in osteoblasts; Clone20 osteoblast Shn3 3'UTR firefly luciferase, 24 h; inhibition, % at 12.5 µM; hit rate 0.52% among 360,000; AID 588674;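 active = mean inhibition of at least 75% with every replicate also reaching 75%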;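 note: 0% = median of neutral control wells and 100% = pilot-screen positive control compound; some compounds past the cut are filed as inactive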
NR2E3 ag-1: agonists of human nuclear receptor NR2E3; Q9Y5X4; GST-NR2E3/biotin-RetCOR TR-FRET, 1536-well; inhibition of corepressor binding, % at 4.78 µM; hit rate 0.12% among 320,000; AID 2300;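 active = percent inhibition above the cutoff of mean plus 3 SD of all tested compounds, set per screening campaign, cut at about 20% in these data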;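 note: 0% = DMSO wells and 100% = biotin wells as full block of FRET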
Target sequence (Q9Y5X4 whole entry, looked up): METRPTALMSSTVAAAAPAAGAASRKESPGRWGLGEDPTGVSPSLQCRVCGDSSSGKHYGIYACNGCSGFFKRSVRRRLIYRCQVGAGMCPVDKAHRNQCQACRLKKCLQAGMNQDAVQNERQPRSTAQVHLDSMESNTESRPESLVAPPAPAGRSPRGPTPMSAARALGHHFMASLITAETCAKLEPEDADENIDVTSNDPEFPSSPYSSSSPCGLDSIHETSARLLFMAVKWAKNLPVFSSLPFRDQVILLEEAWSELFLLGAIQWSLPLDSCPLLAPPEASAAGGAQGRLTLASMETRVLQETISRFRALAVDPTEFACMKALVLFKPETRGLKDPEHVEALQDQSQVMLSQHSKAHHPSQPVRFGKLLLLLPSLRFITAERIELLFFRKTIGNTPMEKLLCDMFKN
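System: GST-NR2E3 and biotin-RetCOR proteins; probe or stimulus: 7 nM biotin-RetCOR; doses: compound at 4.8 µM, single dose; schedule: Compound–protein incubation for 5 h at 4 °C; detection: time-resolved FRET; read-out: percent inhibition; controls: biotin wells as high control, 0.6% DMSO wells as low control; format: 1536-well plates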
m5-HT2A agonist: mouse HTR2A agonism via beta-arrestin recruitment | CHO-K1 mHTR2A beta-arrestin complementation, luminescence; percent of 30 µM serotonin response | activation, % at 7.6 µM | hit rate 0.66% among 360,000;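 active = activation above a run cutoff, the mean activation of all tested compounds plus 3 SD, cut at about 14% in these data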;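 note: 0% = plate median of compound wells and 100% = 30 µM serotonin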
NR2E3 ag-2: agonists of human NR2E3 nuclear receptor; Q9Y5X4; CHO-S Gal4-NCOR/VP16-NR2E3 two-hybrid, luciferase; inhibition of corepressor binding, % at 3.98 µM; hit rate 0.35% among 360,000; AID 602229;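 active = inhibition above the mean of all tested compounds plus 3 SD, cut at about 70% in these data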;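 note: 0% = DMSO with NR2E3 transfected cells and 100% = cells lacking NR2E3 construct; higher means lower luciferase signal from less NR2E3 corepressor binding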
PDI turbidity: inhibitors of human protein disulfide isomerase. P07237. PDI insulin aggregation turbidity, A650, 90 min. inhibition, % at 10 µM. hit rate 0.052% among 350,000;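 active = mean inhibition across replicates of 30% or more, whatever share of single replicates reach that level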;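 note: absorbance from insulin aggregation driven by PDI reduction with DTT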
Target sequence (P07237 whole entry, looked up): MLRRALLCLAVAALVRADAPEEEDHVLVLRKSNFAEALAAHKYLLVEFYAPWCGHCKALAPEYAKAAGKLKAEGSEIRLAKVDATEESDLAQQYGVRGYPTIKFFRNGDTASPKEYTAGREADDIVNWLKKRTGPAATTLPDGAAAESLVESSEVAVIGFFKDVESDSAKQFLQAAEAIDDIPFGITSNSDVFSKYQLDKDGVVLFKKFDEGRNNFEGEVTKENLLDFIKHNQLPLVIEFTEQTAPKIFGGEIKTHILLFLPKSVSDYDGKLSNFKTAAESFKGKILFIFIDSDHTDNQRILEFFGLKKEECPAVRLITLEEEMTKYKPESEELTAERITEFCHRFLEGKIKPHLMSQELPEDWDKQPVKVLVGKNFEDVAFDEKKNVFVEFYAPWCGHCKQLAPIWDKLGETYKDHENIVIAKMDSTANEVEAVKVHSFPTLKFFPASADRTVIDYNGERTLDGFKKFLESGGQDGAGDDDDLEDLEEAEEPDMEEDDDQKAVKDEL
CaV13 ICDI inh: Primary screen for inhibitors of IQ motif and Ca2+-dependent inactivation inhibitor domain binding in CACNA1D, Förster resonance energy transfer in living cells, …. HEK cells, CFP/YFP FRET ICDI-IQ, plate reader, 10 min; percent FRET-ratio fall versus neutral wells. inhibition, % at 12.3 µM. hit rate 0.098% among 340,000. AID 743397;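 active = mean replicate inhibition of at least 30% and at least 1% of replicates passing that level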;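 note: 0% = median of the neutral control wells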
iPSC survival up: enhancers of human iPSC single-cell survival; hiPSC single-cell survival, ATPlite luminescence; 100% = ROCK inhibitor wells, 0% = DMSO; survival enhancement, % at 20 µM; hit rate 0.044% among 360,000; AID 602274; in the data active = survival enhancement above about 18%;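 note: cells exposed to compounds for 16 hours before the ATP read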
* = called active by the depositor; & = joins results of further samples. Not a hit list. About 3.9% of those tested had a hit in this group.

Screening Cc1nn(S(=O)(=O)c2ccccc2)c(C)c1Sc1ccc([N+](=O)[O-])cc1 returned MITF TRPM1 inh -15, Cardio protect -2, HIF-2a block -17, Peg3 promoter -3, Shn3 inh set2 7, NR2E3 ag-1 -1, m5-HT2A agonist -1, NR2E3 ag-2 -6, PDI turbidity -4 and iPSC survival up -0.5.
For Cc1ccc(C(=O)Nn2c(N)c(S(=O)(=O)c3ccc(C)cc3)c3nc4ccccc4nc32)cc1 the results were MITF TRPM1 inh 8, Cardio protect 8, HIF-2a block 29, Peg3 promoter 31, Shn3 inh set2 9, NR2E3 ag-1 2, m5-HT2A agonist 1, NR2E3 ag-2 4, PDI turbidity 13, CaV13 ICDI inh -4 and iPSC survival up 9.5.
`COc1cc(C=O)ccc1OCCCOc1ccccc1[N+](=O)[O-]` gave MITF TRPM1 inh -46, Cardio protect 10, HIF-2a block -96, Peg3 promoter -202, Shn3 inh set2 -32, NR2E3 ag-1 4, m5-HT2A agonist 0, NR2E3 ag-2 -42, PDI turbidity -5, CaV13 ICDI inh -19 and iPSC survival up -1.3.
Screening O=C(O)CNC(=O)C1(NC(=O)OCc2ccccc2)CCCC1 returned MITF TRPM1 inh -12, Cardio protect 4, HIF-2a block -4, Peg3 promoter -2, Shn3 inh set2 -29, m5-HT2A agonist 4, NR2E3 ag-2 -18, PDI turbidity -5, CaV13 ICDI inh -11 and iPSC survival up -3.3.
Screening O=C(O)CNS(=O)(=O)c1ccc2c(c1)CCCC2 returned MITF TRPM1 inh 1, Cardio protect 8, HIF-2a block 21, Peg3 promoter -2, Shn3 inh set2 -8, NR2E3 ag-1 5, m5-HT2A agonist 0, NR2E3 ag-2 10, PDI turbidity -3, CaV13 ICDI inh -20 and iPSC survival up 2.0.
Screening Cc1cc(C)nc(NC(=O)c2cccs2)c1 returned MITF TRPM1 inh -36, Cardio protect 6, HIF-2a block -97, Peg3 promoter -50, Shn3 inh set2 -18, NR2E3 ag-1 1, m5-HT2A agonist 4, NR2E3 ag-2 -16, PDI turbidity 6, CaV13 ICDI inh -19 and iPSC survival up -0.4.
Screening COc1ccc(C(OC(=O)c2ccco2)C(=O)NC2CCCCC2)cc1OC (centres undefined) returned MITF TRPM1 inh -10, Cardio protect 1, HIF-2a block 11, Peg3 promoter 5, Shn3 inh set2 -27, NR2E3 ag-1 3, m5-HT2A agonist 4, NR2E3 ag-2 -9, PDI turbidity 2, CaV13 ICDI inh -4 and iPSC survival up 0.3.
Screening O=C(CS(=O)(=O)Cc1ccccc1)N1CCc2ccccc21 returned MITF TRPM1 inh -17, Cardio protect -3, HIF-2a block -135, Peg3 promoter -67, Shn3 inh set2 0, NR2E3 ag-1 0, m5-HT2A agonist -4, NR2E3 ag-2 -8, PDI turbidity 6, CaV13 ICDI inh -5 and iPSC survival up 12.
`O=C(CCc1ccccc1)Nc1cccc([N+](=O)[O-])c1` gave MITF TRPM1 inh -6, Cardio protect -1, HIF-2a block -32, Peg3 promoter -23, Shn3 inh set2 -18, NR2E3 ag-1 -3, m5-HT2A agonist -4, NR2E3 ag-2 -7, PDI turbidity -2, CaV13 ICDI inh -4 and iPSC survival up -4.3.
Screening COc1ccccc1NC(=S)N/N=C/c1cccc(C)c1 returned MITF TRPM1 inh -7, Cardio protect -9, HIF-2a block -186, Peg3 promoter -127, Shn3 inh set2 -38, NR2E3 ag-1 -2, m5-HT2A agonist -1, NR2E3 ag-2 7, PDI turbidity 1, CaV13 ICDI inh -14 and iPSC survival up 0.8.
`COc1ccccc1CNC(=O)N1CCN(c2ccccc2)CC1` gave MITF TRPM1 inh -6, Cardio protect 2, HIF-2a block -2, Peg3 promoter -1, Shn3 inh set2 -11, NR2E3 ag-1 2, m5-HT2A agonist 0, NR2E3 ag-2 -27, PDI turbidity -1, CaV13 ICDI inh -4 and iPSC survival up -0.4.
`CCOc1ccccc1-n1nnnc1SC(C)C(=O)OC` (centres undefined) gave MITF TRPM1 inh -6, Cardio protect 3, HIF-2a block 16, Peg3 promoter 18, Shn3 inh set2 -11, NR2E3 ag-1 -1, m5-HT2A agonist -4, NR2E3 ag-2 7, PDI turbidity 19, CaV13 ICDI inh 5 and iPSC survival up -0.4.
`COC(=O)C(C)Sc1nnc(Cc2cc(=O)[nH]c(=O)[nH]2)n1-c1ccc(OC)cc1` (centres undefined) gave MITF TRPM1 inh -1, Cardio protect -1, HIF-2a block 2, Peg3 promoter 9, Shn3 inh set2 3, NR2E3 ag-1 3, m5-HT2A agonist 4, NR2E3 ag-2 9, PDI turbidity 3, CaV13 ICDI inh 8 and iPSC survival up -0.7.
`CCCCc1nnc(NC(=O)c2oc3ccccc3c2C)s1` gave MITF TRPM1 inh -40, Cardio protect 3, HIF-2a block -203, Peg3 promoter -189, Shn3 inh set2 -53, NR2E3 ag-1 2, m5-HT2A agonist 3, NR2E3 ag-2 -66, PDI turbidity 8, CaV13 ICDI inh -5 and iPSC survival up 0.4.
Screening CCCOc1cccc(C(=O)NCCCNC(=O)c2cccnc2)c1 returned MITF TRPM1 inh -3, Cardio protect -8, HIF-2a block 13, Peg3 promoter 0, Shn3 inh set2 -4, NR2E3 ag-1 -3, m5-HT2A agonist 5, NR2E3 ag-2 5, PDI turbidity 2, CaV13 ICDI inh -6 and iPSC survival up -0.4.
`COc1ccccc1C=NN=Cc1ccccc1O` gave MITF TRPM1 inh -13, Cardio protect -11, HIF-2a block -184, Peg3 promoter -264, Shn3 inh set2 -24, m5-HT2A agonist 0, NR2E3 ag-2 -3, PDI turbidity 3, CaV13 ICDI inh -6 and iPSC survival up -0.8.
Screening O=[N+]([O-])c1nn(-c2ccc3c(c2)OCCO3)n(O)c1=NCCC1=CCCCC1 returned MITF TRPM1 inh -41, Cardio protect 16, HIF-2a block -217, Peg3 promoter -220, Shn3 inh set2 -36, NR2E3 ag-1 0, m5-HT2A agonist 0, NR2E3 ag-2 -91, PDI turbidity 5, CaV13 ICDI inh -1 and iPSC survival up -0.2.
`CC1CC(C)CN(CCCNC(=O)CC2Oc3ccccc3NC2=O)C1` (centres undefined) gave MITF TRPM1 inh -1, Cardio protect -1, HIF-2a block 11, Peg3 promoter -3, Shn3 inh set2 -4, NR2E3 ag-1 1, m5-HT2A agonist 3, NR2E3 ag-2 19, PDI turbidity 3, CaV13 ICDI inh 23 and iPSC survival up 1.0.
CC(Oc1ccccc1)C(=O)Nc1ccc(C(N)=O)cc1 (centres undefined) was read as MITF TRPM1 inh 4, Cardio protect 4, HIF-2a block -5, Peg3 promoter 2, Shn3 inh set2 2, NR2E3 ag-1 4, m5-HT2A agonist -3, NR2E3 ag-2 -17, PDI turbidity 3, CaV13 ICDI inh -4 and iPSC survival up 2.2.
`CCN(CC)c1ccc2cc(-c3nc(-c4cc5ccccc5oc4=O)cs3)c(=O)oc2c1` gave MITF TRPM1 inh 11, Cardio protect -10, HIF-2a block -45, Peg3 promoter -54, Shn3 inh set2 -12, m5-HT2A agonist 6, NR2E3 ag-2 -47, PDI turbidity -3, CaV13 ICDI inh -3 and iPSC survival up -0.2.
CC(C)OCCCNc1ccc(N2C(=O)CCCC2=O)cc1[N+](=O)[O-] was read as MITF TRPM1 inh -5, Cardio protect -10, HIF-2a block 2, Peg3 promoter 10, Shn3 inh set2 9, NR2E3 ag-1 3, m5-HT2A agonist 3, NR2E3 ag-2 -29, PDI turbidity 7, CaV13 ICDI inh -18 and iPSC survival up 1.1.
For O=c1oc(CCO)cc2ccccc12 the results were MITF TRPM1 inh -14, Cardio protect 3, HIF-2a block 5, Peg3 promoter -8, Shn3 inh set2 3, m5-HT2A agonist -2, NR2E3 ag-2 6, PDI turbidity 1, CaV13 ICDI inh -11 and iPSC survival up -3.2.
Screening CCN(c1ccccc1)S(=O)(=O)c1ccc(C(C(=O)OC)C(=O)OC)c([N+](=O)[O-])c1 returned MITF TRPM1 inh -7, Cardio protect -8, HIF-2a block 0, Peg3 promoter 12, Shn3 inh set2 -23, NR2E3 ag-1 2, m5-HT2A agonist -2, NR2E3 ag-2 -8, PDI turbidity 5, CaV13 ICDI inh -2 and iPSC survival up 1.2.
Screening O=C1C(Br)=Cc2cccc3cccc1c23 returned MITF TRPM1 inh 10, Cardio protect 6, HIF-2a block -17, Peg3 promoter 10, Shn3 inh set2 -16, NR2E3 ag-1 -8, m5-HT2A agonist 2, NR2E3 ag-2 2, PDI turbidity -2, CaV13 ICDI inh -53 and iPSC survival up -0.5.
For CCn1cnc2c([N+](=O)[O-])c(NS(=O)(=O)c3ccc(C)cc3)ccc21 the results were MITF TRPM1 inh 3, Cardio protect 3, HIF-2a block 7, Peg3 promoter 7, Shn3 inh set2 -6, NR2E3 ag-1 2, m5-HT2A agonist -9, NR2E3 ag-2 22, PDI turbidity -3, CaV13 ICDI inh -7 and iPSC survival up -0.8.
CN1CCN(CCCN2c3ccccc3Sc3ccc(Cl)cc32)CC1 was read as MITF TRPM1 inh -14, Cardio protect -8, HIF-2a block 5, Peg3 promoter 63*, Shn3 inh set2 -29, NR2E3 ag-1 -6&-3, m5-HT2A agonist -9, NR2E3 ag-2 2, PDI turbidity 11, CaV13 ICDI inh -6 and iPSC survival up -0.2.
Cc1ccc(C(=O)Cn2nnc(-c3cccs3)n2)cc1 was read as MITF TRPM1 inh -43, Cardio protect -7, HIF-2a block -145, Peg3 promoter -152, NR2E3 ag-1 0, m5-HT2A agonist -5, NR2E3 ag-2 -28, PDI turbidity 2, CaV13 ICDI inh -5 and iPSC survival up 0.5.
CCc1nnc(NC(=O)CSc2nc3[nH]ncc3c(=O)[nH]2)s1 was read as MITF TRPM1 inh 9, Cardio protect 13, HIF-2a block 9, Peg3 promoter 4, Shn3 inh set2 11, NR2E3 ag-1 0, m5-HT2A agonist 3, NR2E3 ag-2 -10, PDI turbidity 8, CaV13 ICDI inh -4 and iPSC survival up 4.3.
Oc1ccccc1N=Nc1nc(-c2ccccc2)c(-c2ccccc2)[nH]1 was read as MITF TRPM1 inh 80*, Cardio protect -11, HIF-2a block 17, Peg3 promoter 49, Shn3 inh set2 88*, NR2E3 ag-1 4, m5-HT2A agonist -11, NR2E3 ag-2 81*, PDI turbidity -14, CaV13 ICDI inh -7 and iPSC survival up -6.4.
Screening CCN(CC)S(=O)(=O)c1cc(NC(=O)C(C)N2CCc3ccccc32)ccc1C (centres undefined) returned MITF TRPM1 inh 26, Cardio protect -16, HIF-2a block 9, Peg3 promoter 17, Shn3 inh set2 72, NR2E3 ag-1 3, m5-HT2A agonist -6, NR2E3 ag-2 -8, PDI turbidity -2, CaV13 ICDI inh -2 and iPSC survival up 0.0.

Screens (PubChem BioAssay)
